# Screening data from PubChem BioAssay.
# CHRM1 agonist: activates human CHRM1 receptor; CHO-K1 hM1, Fluo-8 calcium fluorescence, agonist mode; 0% DMSO, 100% acetylcholine EC100; activation, % at 3 µM; 360,000 compounds, 0.33% hits; AID 588814;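 active means activation above the run's mean compound activation plus 3 SD, cut at about 16% in these data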;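 further: peak over basal fluorescence ratio within a 140 s kinetic read after compound addition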
# Target sequence (P11229 whole entry, looked up): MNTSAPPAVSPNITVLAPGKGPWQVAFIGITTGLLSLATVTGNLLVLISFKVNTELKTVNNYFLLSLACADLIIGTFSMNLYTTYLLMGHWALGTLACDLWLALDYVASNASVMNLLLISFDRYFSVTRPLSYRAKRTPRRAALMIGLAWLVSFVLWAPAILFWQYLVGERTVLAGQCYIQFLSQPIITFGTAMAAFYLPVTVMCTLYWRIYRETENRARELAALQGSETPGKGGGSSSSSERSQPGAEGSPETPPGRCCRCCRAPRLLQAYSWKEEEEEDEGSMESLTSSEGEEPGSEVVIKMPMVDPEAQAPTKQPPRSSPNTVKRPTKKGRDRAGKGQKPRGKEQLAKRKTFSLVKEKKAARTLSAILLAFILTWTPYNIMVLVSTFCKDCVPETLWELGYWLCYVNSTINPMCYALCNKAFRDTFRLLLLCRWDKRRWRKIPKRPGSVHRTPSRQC
# CHRM4 antagonist: CHRM4 antagonism in calcium assay. inhibition, % at 3 µM. P08173. CHO-hM4 cells, ACh EC80, Fluo-8 calcium fluorescence. AID 624125. 360,000 compounds, 0.73% hits;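 active means inhibition above its plate's cutoff, the mean inhibition of sample wells plus 3 SD, cut at about 27% in these data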;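 further: 0% = acetylcholine EC80 with DMSO and 100% = DMSO without agonist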
# Target sequence (P08173 whole entry, looked up): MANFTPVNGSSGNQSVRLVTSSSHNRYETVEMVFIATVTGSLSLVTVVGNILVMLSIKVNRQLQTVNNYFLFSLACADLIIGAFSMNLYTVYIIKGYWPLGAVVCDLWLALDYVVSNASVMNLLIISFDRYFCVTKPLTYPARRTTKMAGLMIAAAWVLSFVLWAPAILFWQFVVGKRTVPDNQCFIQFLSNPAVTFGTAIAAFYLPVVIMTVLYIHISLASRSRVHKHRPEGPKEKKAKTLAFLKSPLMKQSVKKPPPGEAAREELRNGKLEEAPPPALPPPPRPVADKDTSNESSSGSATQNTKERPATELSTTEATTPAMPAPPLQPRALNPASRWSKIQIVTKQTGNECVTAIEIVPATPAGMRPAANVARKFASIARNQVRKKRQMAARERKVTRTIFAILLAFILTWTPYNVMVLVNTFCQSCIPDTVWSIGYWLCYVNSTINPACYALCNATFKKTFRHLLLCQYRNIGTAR
# OXTR potentiate: potentiators of human oxytocin receptor; CHO-OTR cells, Fluo-8 calcium fluorescence, potentiator mode; 0% = oxytocin EC15, 100% = EC100; activation, % at 3 µM; 320,000 compounds, 0.061% hits; AID 2445;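 active means activation above that plate's cutoff, the mean activation of tested compounds plus 3 SD, cut at about 6.6% in these data, passing the limit was not always enough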;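 further: 100% uses oxytocin at 75 nM as the full agonist control; some results filed as inactive read as strong as hits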
#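 Material: human OTR in CHO cells. Compound: 3.0 µM, one dose. Timing: compound 6 min at room temperature before oxytocin, 100 s read. Evaluation: % activation of max/min ratio relative to oxytocin controls. Replication: single well per compound, singlicate. Signal: Fluo-8 calcium dye fluorescence.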
# CHO-K1 Ca ag: M1 agonist counterscreen hit in parental CHO-K1 cells | Fluo-8 calcium fluorescence; scaled to maximal ATP response, vehicle zero | 360,000 compounds, 0.48% hits | activation, % at 3 µM; in the data active means activation above about 15%;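 further: untransfected CHO-K1 host cells lacking M1 receptor as counterscreen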
# M1 PAM: potentiates human M1 receptor response to acetylcholine; AID 588819; CHO-K1 hM1, Fluo-8 calcium fluorescence, ACh EC20; 0% = ACh EC20, 100% = maximal ACh; P11229; 360,000 compounds, 0.088% hits; activation, % at 3 µM; in the data active means activation above about 19%, passing the limit was not always enough
# M1 antag: blocks human M1 muscarinic receptor; P11229; CHO-K1 hM1, Fluo-8 calcium fluorescence, ACh EC80 antagonist; inhibition, % at 3 µM; 360,000 compounds, 1.3% hits;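 active means percent inhibition above its own plate's cutoff, namely the mean of that plate's compound wells plus 3 SD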;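 further: peak over basal fluorescence ratio during 140 s after agonist addition; 0% = ACh EC80 plus DMSO and 100% = DMSO alone without agonist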
# CHO-K1 Ca antag: counter-screen for M1 antagonists: effect in parental CHO-K1 cells; ATP-induced calcium, Fluo-8 fluorescence; inhibition, % at 3 µM; 360,000 compounds, 0.6% hits;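 active means inhibition above a per-plate cutoff, the plate's mean sample inhibition plus 3 SD, cut at about 24% in these data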;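 further: 0% = DMSO plus EC80 ATP and 100% = DMSO alone without ATP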
# CHRM4 agonist: CHRM4 agonism in calcium assay; AID 624127; activation, % at 3 µM; CHO-K1 hM4/Gqi5, Fluo-8 calcium fluorescence; vehicle 0%, full acetylcholine response 100%; 360,000 compounds, 0.14% hits;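 active means activation above the run mean over all test wells plus 3 SD, cut at about 32% in these data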;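 further: peak over basal fluorescence ratio per well then scaled between controls; 0% = DMSO wells and 100% = acetylcholine at EC100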
# CHO parental Ca: counter-screen for OX1R antagonists: effect in parental CHO cells | inhibition, % at 5.6 µM | 330,000 compounds, 0.63% hits | parental CHO-K1, ATP-induced calcium, Fluo-8 fluorescence;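 active means inhibition above that plate's mean sample inhibition plus 3 SD, cut at about 26% in these data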;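 further: 0% = ATP-challenged DMSO wells and 100% = DMSO wells without ATP; some compounds past the cut are filed as inactive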
#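 Material: parental CHO cells / Compound: single nominal dose of 5.6 µM per compound / Signal: Fluo-8 fluorescence / Replicates: singlicate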
# * = called active by the depositor; . = not tested or not shown. Outcome played no part in choosing rows; overall some 2.9% were active at least once.
# Under each structure – CHRM1 agonist	CHRM4 antagonist	OXTR potentiate	CHO-K1 Ca ag	M1 PAM	M1 antag	CHO-K1 Ca antag	CHRM4 agonist	CHO parental Ca
1) COc1cccc(CNCc2ccccn2)c1OC
  -8	7	-2	0.1	0	-2	-19	-1	-5
2) CS(=O)(=O)c1ccc2nc(NC(=O)C3CC3)sc2c1
  -4	1	13	0.5	10	4	-5	0	-4
3) Cc1c(OC(C)C(=O)NC(Cc2c[nH]c3ccc(O)cc23)C(=O)O)ccc2c1oc(=O)c1ccccc12 (stereo unspecified)
  -2	-10	0	0.7	-3	3	6	1	-4
4) CC(=O)Nc1ccc(OCC(O)CN2CCN(c3ccccc3Cl)CC2)cc1 (stereo unspecified)
  -7	1	-20	0.8	1	-5	-7	1	-23
5) CCOC(=O)c1ccc2cccc(C)n2c1=O
  -3	5	-1	0.1	9	-19	-6	0	-1
6) Cc1ccc(F)cc1NC(=O)c1ccc2c(c1)OCO2
  -5	3	2	0.1	8	-20	-9	0	-9
7) N#Cc1c(-c2ccccc2Cl)cc(C2CC2)nc1N
  42*	-14	-8	25*	8	-3	-17	62*	-28
8) Cc1ccc(C(=O)N/N=C(/CC(=O)c2cccs2)C(F)(F)F)cc1
  -4	13	-9	8.0	0	2	-10	2	-17
9) COc1ccc(N2CCN(C(=O)c3c(Cl)cnn3C)CC2)cc1
  1	2	0	0.8	6	2	5	3	2
10) CCOC(=O)c1ccc(S(=O)(=O)N2CCC(N3CCCCCC3)CC2)cc1
  -10	14	.	-0.4	-24	27	-10	1	.
11) CC(=O)Nc1nc(-c2ccc(Cl)cc2)ns1
  -5	10	-7	4.0	-6	4	-6	4	-16
12) Cc1ccnc(NC(=O)CCC(=O)N(CC(=O)NCc2ccccc2)Cc2ccco2)c1
  -4	3	-5	-0.1	-4	1	-3	2	-16
13) COc1ccc(N2C(=O)[C@@H]3C(c4cccnc4)=NO[C@@H]3C2=O)cc1
  -1	2	-1	0.6	3	1	-6	0	-24
14) CC(C)Cc1nnc(NC(=O)CCC(=O)N2CCN(c3ccccc3)CC2)s1
  6	-1	7	0.1	12	2	-3	2	-27
15) CCOC(=O)Cc1csc(NC(=O)COc2ccc(C)cc2)n1
  -1	0	-5	1.4	7	-6	-14	3	-14
16) CCCC(=O)OCC(=O)c1[nH]c(C)c(C(C)=O)c1C
  -3	5	5	1.2	2	-5	-12	1	6
17) CCCCn1c(-c2csc(CCC)c2)n[nH]c1=S
  -12	3	-5	0.2	2	2	-6	0	-8
18) O=C(COc1ccc(Cl)cc1)NCCN1CCCC1
  -9	9	-7	4.7	1	4	5	0	2
19) CN1CCN(C(=O)c2ccc3c(c2)NC(=O)C(C)(C)O3)CC1
  -3	2	6	-0.1	8	0	-4	1	5
20) CCOc1ccc(CNC(=O)CCn2c(=O)oc3ccccc32)cc1
  -7	14	2	0.1	-2	2	12	0	-9
21) CC(C)CNC(=O)COC(=O)c1ccccc1SCC(=O)NCC(C)C
  -5	2	9	1.6	10	-12	-18	5	1
22) COc1ccc(/C=C2\SC(=S)N(CCC(=O)Nc3cccc(O)c3)C2=O)cc1
  2	-12	.	1.3	16	-13	-3	2	.
23) COC(=O)CCN(C1CCCCC1)S(=O)(=O)c1ccc(S(=O)(=O)NC2CCCCC2)cc1
  -4	12	-3	2.1	9	-11	-10	0	4
24) Cc1cccc(Cn2cc(/C=C/[N+](=O)[O-])c3ccccc32)c1
  -3	-1	-1	0.7	13	-5	1	-1	7
25) CCN=C1NN=C(c2cc(C)n(Cc3ccco3)c2C)CS1
  -7	-5	-7	-0.1	-1	-2	-1	0	-16
26) COC(=O)c1ccc(COC(=O)CCS(=O)(=O)c2ccc(C)cc2)cc1
  -5	4	-7	2.4	5	-2	-8	1	-8
27) Cc1onc(-c2ccccc2)c1CNC(=O)C1COc2ccccc2O1 (stereo unspecified)
  -4	0	-4	0.4	6	-10	-14	2	-8
28) CC(=O)N(c1cccc(Br)c1)c1nc(C)cc(C)c1C#N
  -2	2	-3	-0.4	6	-4	4	1	-11
29) CCOC(=O)C1=C(CN2CCc3ccccc32)NC(=O)NC1c1cccc([N+](=O)[O-])c1 (stereo unspecified)
  -11	5	-6	-0.3	4	-14	22	4	-16
30) CC1=Nn2c(nnc2-c2ccccc2Cl)SC1
  -4	5	0	0.6	12	-9	-12	0	-15

# Quoted from the listing.
# CHRM4 agonist result of `CN1CCN(C(=O)c2ccc3c(c2)NC(=O)C(C)(C)O3)CC1` stands at 1
# CHRM1 agonist result of `CCOC(=O)C1=C(CN2CCc3ccccc32)NC(=O)NC1c1cccc([N+](=O)[O-])c1` (stereo unspecified) stands at -11

# (further entries)
# Under each structure – CHRM1 agonist	CHRM4 antagonist	OXTR potentiate	CHO-K1 Ca ag	M1 PAM	M1 antag	CHO-K1 Ca antag	CHRM4 agonist	CHO parental Ca
31) Cc1ccc(C(=O)NCC(=O)NCC(=O)OCC(=O)c2ccc(F)cc2)cc1
  -4	0	-1	-0.1	5	-5	-1	0	-4
32) O=C(CCCC(=O)c1ccccc1)NCCc1ccccc1F
  0	9	-9	0.6	-5	10	-4	2	-22
33) CC(C)C(NS(=O)(=O)c1ccccc1F)C(=O)OCC(=O)NCc1ccco1 (stereo unspecified)
  -3	1	.	3.7	6	-11	0	2	.
34) Cc1ccc(OCCn2c(C)nc3ccccc32)cc1
  -4	-1	-14	7.6	-17	13	-5	9	9
35) CCOC(=O)C1CCCN(Cc2nc(Cc3ccccc3Cl)no2)C1 (stereo unspecified)
  0	2	-12	0.2	9	0	-6	0	-9
36) CCOC(=O)c1c(NC(=O)CSc2nnc3c(n2)[nH]c2ccc(F)cc23)sc(C(C)=O)c1C
  -3	-2	-1	0.6	5	-2	-13	1	-17
37) Cc1cc(C)c(OCC(O)CNC(C)(C)C)c(C)c1 (stereo unspecified)
  -6	9	4	0.4	13	-7	-8	1	-12
38) CN(C)c1ncc(S(=O)(=O)c2ccccc2)c(-c2ccccc2Cl)n1
  -6	1	1	0.4	-7	8	-1	-2	11
39) Cc1ccc(NC(=O)c2cc(Cl)ccc2[N+](=O)[O-])cc1C
  -7	-5	-8	5.2	9	-15	-14	-1	-6
40) O=C(CSc1nnnn1-c1ccc2c(c1)OCO2)NCc1ccccc1
  -6	6	-3	0.7	3	-1	-7	1	-12
41) O=C(C1CCCO1)N1CCN(S(=O)(=O)c2ccccc2)CC1 (stereo unspecified)
  -4	1	0	-0.4	1	-1	16	0	1
42) Cc1ccc2c(CC(=O)OCC(=O)N(CC(C)C)c3c(N)n(Cc4ccccc4)c(=O)[nH]c3=O)coc2c1
  -3	-4	-14	-0.1	7	-20	3	1	-8
43) CC(C)(C)OC(=O)N[C@@H](Cc1ccccc1)C(=O)NCC1CCC(C(=O)N[C@@H](CC(=O)O)C(=O)O)CC1 (stereo partly specified)
  0	0	-2	-0.4	15	-14	-2	1	4
44) CN(CCCNC(=O)c1ccccc1F)CCCNC(=O)c1ccccc1F
  -6	0	-1	0.6	9	-25	-6	1	-12
45) Nc1ccc(S(=O)(=O)c2ccc(N)nc2)cc1
  -4	14	.	0.0	-2	-1	4	0	.

# Taken from the listing, two compounds:
# Under each structure – CHRM1 agonist	CHRM4 antagonist	OXTR potentiate	CHO-K1 Ca ag	M1 PAM	M1 antag	CHO-K1 Ca antag	CHRM4 agonist	CHO parental Ca
33) CC(C)C(NS(=O)(=O)c1ccccc1F)C(=O)OCC(=O)NCc1ccco1 (stereo unspecified)
  -3	1	.	3.7	6	-11	0	2	.
34) Cc1ccc(OCCn2c(C)nc3ccccc32)cc1
  -4	-1	-14	7.6	-17	13	-5	9	9

# (cont.)
# Under each structure – CHRM1 agonist	CHRM4 antagonist	OXTR potentiate	CHO-K1 Ca ag	M1 PAM	M1 antag	CHO-K1 Ca antag	CHRM4 agonist	CHO parental Ca
46) Cc1nc2c3cnn(-c4ccc(C)c(C)c4)c3ncn2n1
  -2	2	10	0.1	-5	8	8	0	-11
47) O=C(NCCc1c[nH]c2ccccc12)C1CCN(c2nnc(N3CCCC3=O)s2)CC1
  -3	1	-8	0.4	-2	6	-6	1	-18
48) COC(=O)c1ccc2c(=O)n(NC(C)=O)c(=S)[nH]c2c1
  -4	7	-2	0.0	7	-10	-1	0	-4
49) CCCN(CC1CC1)C(=O)COC(=O)c1oc2ccc(OCC)cc2c1C
  -1	-8	-3	1.2	-2	6	-10	6	-10
50) C=CCN=c1scc(-c2ccco2)n1/N=C/c1ccc(O)c(O)c1O
  -2	-2	-4	1.1	3	-12	-13	0	-14
51) COc1ccc(C(C)(NC(C)=O)c2nc(-c3cncnc3)cs2)cc1 (stereo unspecified)
  -1	-12	.	0.6	11	-17	-12	0	.
52) O=C(O)c1ccc2c(c1)C(=O)N(c1ccc(/C=C/C(=O)c3ccccc3)cc1)C2=O
  0	-3	-3	4.0	1	4	7	7	5
53) COc1ccccc1-n1cc(C(=O)NCC(=O)N2CCN(c3ccccc3)CC2)c2ccccc2c1=O
  -6	18	-2	0.7	-6	3	-5	2	-10
54) CCOC(=O)C1CCCN(C(=O)c2ccc(C)cc2O)C1 (stereo unspecified)
  -2	-4	2	-0.6	14	-9	-7	0	0
55) Cn1cccc1C1C=C(c2ccc(C(C)(C)C)cc2)Nc2ncnn21 (stereo unspecified)
  -3	7	-11	0.1	2	-3	-3	7	-20
56) CCOc1ccc(NC(=O)CCN2CCN(S(=O)(=O)c3ccc(Cl)cc3)CC2)cc1
  -4	15	-5	1.9	2	-3	-3	2	-21

# Of the compounds above, these have fluorine:
# Under each structure – CHRM1 agonist	CHRM4 antagonist	OXTR potentiate	CHO-K1 Ca ag	M1 PAM	M1 antag	CHO-K1 Ca antag	CHRM4 agonist	CHO parental Ca
6) Cc1ccc(F)cc1NC(=O)c1ccc2c(c1)OCO2
  -5	3	2	0.1	8	-20	-9	0	-9
8) Cc1ccc(C(=O)N/N=C(/CC(=O)c2cccs2)C(F)(F)F)cc1
  -4	13	-9	8.0	0	2	-10	2	-17
31) Cc1ccc(C(=O)NCC(=O)NCC(=O)OCC(=O)c2ccc(F)cc2)cc1
  -4	0	-1	-0.1	5	-5	-1	0	-4
32) O=C(CCCC(=O)c1ccccc1)NCCc1ccccc1F
  0	9	-9	0.6	-5	10	-4	2	-22
33) CC(C)C(NS(=O)(=O)c1ccccc1F)C(=O)OCC(=O)NCc1ccco1 (stereo unspecified)
  -3	1	.	3.7	6	-11	0	2	.
36) CCOC(=O)c1c(NC(=O)CSc2nnc3c(n2)[nH]c2ccc(F)cc23)sc(C(C)=O)c1C
  -3	-2	-1	0.6	5	-2	-13	1	-17
44) CN(CCCNC(=O)c1ccccc1F)CCCNC(=O)c1ccccc1F
  -6	0	-1	0.6	9	-25	-6	1	-12
